# Assay outcomes as filed in PubChem BioAssay.
# PPARg SRC3 recr: agonists of human PPARgamma SRC-3 coactivator recruitment | 200,000 compounds, 0.26% hits | biochemical PPARgamma/SRC-3 coactivator recruitment assay | activation, % at 8 µM | P37231; in the data active = activation above about 23%;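 also: 0% = DMSO and 100% = reference agonist; some compounds past the cut are filed as inactive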
# Target sequence (P37231 whole entry, looked up): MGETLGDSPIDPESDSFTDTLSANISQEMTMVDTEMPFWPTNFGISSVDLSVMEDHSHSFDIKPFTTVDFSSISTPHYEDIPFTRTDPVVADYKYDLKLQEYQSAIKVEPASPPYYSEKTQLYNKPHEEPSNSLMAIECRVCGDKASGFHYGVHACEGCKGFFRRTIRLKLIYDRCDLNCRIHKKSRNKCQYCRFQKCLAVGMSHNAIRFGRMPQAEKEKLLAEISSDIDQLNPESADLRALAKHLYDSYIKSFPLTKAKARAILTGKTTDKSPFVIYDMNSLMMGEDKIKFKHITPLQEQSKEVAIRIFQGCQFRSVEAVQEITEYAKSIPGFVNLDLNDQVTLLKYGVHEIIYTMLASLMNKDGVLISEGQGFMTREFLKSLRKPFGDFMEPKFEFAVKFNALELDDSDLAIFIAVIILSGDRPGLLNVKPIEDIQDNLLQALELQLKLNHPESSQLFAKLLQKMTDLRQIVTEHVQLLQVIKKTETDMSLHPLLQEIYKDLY
# TR-FRET SRC-2 ct: TR-FRET artefact, counter-screen to PPARgamma/SRC-2 agonist assay; 200,000 compounds, 0.4% hits; TR-FRET ratio at 8 µM; hits give high values; in the data active = TR-FRET ratio above about 2000; also: inactives centre near 1500; reference of the scale not given here
# Redox H2O2 prof: compounds producing H2O2 with reducing agent – biochemical, NIH compound library profiling, artefact control for MLSCN library redox annotation, primary screen | DTT-dependent redox cycling H2O2, phenol red/HRP absorbance; 100% = 100 µM peroxide control, 0% = buffer | activation, % at 10 µM | 200,000 compounds, 0.03% hits | AID 878;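 active = activation of at least 50% relative to the plate's high and low controls in the primary single-dose screen; inactive = activation below 50%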;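 also: compound incubated with DTT at 0.8 mM final as the reducing agent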
# bIAP inhibitor: blocks bovine intestinal alkaline phosphatase activity; 190,000 tested, under 10 active; inhibition, % at 20 µM; purified bovine IAP, CDP-star luminescence, 30 min; AID 1019;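 active = over 50% inhibition of intestinal alkaline phosphatase at 20 µM in the single-dose screen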
#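 Incubation: 30 min reaction at room temperature / Material: purified bovine intestinal alkaline phosphatase (IAP) enzyme / Input: enzyme at 1/65,000,000 dilution / Dosing: 20 µM single dose / Signal: CDP-star luminescence signal / Reagent: CDP-star chemiluminescent phosphatase substrate, 30 µM final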
# Efa HMGR inh: E. faecalis class II HMG-CoA reductase inhibition; purified E. faecalis HMGR, NADPH absorbance 340 nm kinetic; inhibition, % at 10 µM; 190,000 compounds, 0.41% hits; AID 1066;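 active = inhibition above a set limit, the median over all tested compounds plus 3 SD, cut at about 9.5% in these data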;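 also: enzyme runs in reverse so mevalonate oxidation gives rising NADPH absorbance; 0% = complete reaction with DMSO and 100% = background rate lacking mevalonate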
# RAM inhibit: blocks the yeast RAM network. S. cerevisiae dse1pr::URA3 reporter, 5-FOA growth OD615, 2 d; analog-sensitive cbk1-as2 kinase mutant strain. 190,000 compounds, 1.8% hits. inhibition, % at 50 µM;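 active = inhibition above a set limit, 3 SD over mean compound inhibition, cut at about 8.4% in these data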;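 also: 0% = DMSO-only wells with no growth and 100% = 10 µM 1-NA-PP1 full growth; inhibition rescues growth on 5-FOA so higher OD means more RAM inhibition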
# ROMK mod: modulates human ROMK potassium channel activity. B-score at 10 µM. 130,000 compounds, 2% hits. Tet-inducible ROMK, thallium flux fluorescence; actives lie on both sides;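 active = signal ratio slope over the read window, or its plate-corrected B-score, at least 3 SD from the plate mean, either direction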;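 also: B-score of the F/F0 ratio slope over 7 to 12 s after thallium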
# Target sequence (P48048 whole entry, looked up): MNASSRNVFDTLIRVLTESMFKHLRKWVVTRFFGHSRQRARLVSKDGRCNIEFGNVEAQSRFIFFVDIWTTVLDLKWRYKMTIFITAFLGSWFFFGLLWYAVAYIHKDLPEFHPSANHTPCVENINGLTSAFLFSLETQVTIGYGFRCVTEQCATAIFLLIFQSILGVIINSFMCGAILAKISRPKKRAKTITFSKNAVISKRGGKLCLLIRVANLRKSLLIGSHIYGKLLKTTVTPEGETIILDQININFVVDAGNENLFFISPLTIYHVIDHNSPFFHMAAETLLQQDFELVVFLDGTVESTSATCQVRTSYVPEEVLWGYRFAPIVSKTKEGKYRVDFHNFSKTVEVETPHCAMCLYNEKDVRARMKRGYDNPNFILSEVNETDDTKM
# PPARg SRC-1 ag: agonists of human PPARgamma SRC-1 coactivator recruitment; P37231; PPARgamma-SRC-1 coactivator recruitment biochemical assay; activation, % at 8 µM; 200,000 compounds, 0.41% hits; AID 631; in the data active = activation above about 19%;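 also: 0% = DMSO and 100% = reference agonist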
# PPARg SRC2 recr: promotes SRC-2 coactivator recruitment by human PPARgamma; 200,000 compounds, 0.34% hits; PPARgamma LBD-SRC-2 recruitment, biochemical; AID 1032; activation, % at 8 µM; in the data active = activation above about 22%;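 also: 0% = vehicle and 100% = reference agonist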
# Lmaj promast: Leishmania major promastigote growth inhibition | Leishmania major promastigotes, resazurin fluorescence viability | inhibition, % at 10 µM | 200,000 compounds, 9% hits; in the data active = inhibition above about 50%;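 also: promastigotes grown with compound for 44 hours at 28 °C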
# S1P3 antag: blocks the human S1P3 receptor. Q99500. CHO S1P3 NFAT-BLA reporter, FRET fluorescence, antagonist mode. inhibition, % at 4.98 µM. 170,000 compounds, 0.27% hits. AID 485;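 active = inhibition above the plate cutoff, the mean inhibition of test wells on that plate plus 3 SD, cut at about 28% in these data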;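 also: cells challenged with S1P at its EC80 of 0.8 µM; blue over green emission ratio from cleaved BLA substrate after 4 h stimulation; 0% = S1P-stimulated wells and 100% = unstimulated DMSO-only wells; some compounds past the cut are filed as inactive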
# * hit, by the source's call; x = no result given.
SMILES,PPARg SRC3 recr,TR-FRET SRC-2 ct,Redox H2O2 prof,bIAP inhibitor,Efa HMGR inh,RAM inhibit,ROMK mod,PPARg SRC-1 ag,PPARg SRC2 recr,Lmaj promast,S1P3 antag
Cc1cc(C)cc(NC(=O)C2(c3ccccc3)CC2(Cl)Cl)c1 (stereo not drawn),12,1571,3.4,23,-3,2.9,-0.46,1,-3,9,x
CCCn1c(SCC(=O)/C(C#N)=C(\C)N)n[nH]c1=O,-11,1434,-0.4,1,1,0.6,x,2,1,-3,4
COc1ccccc1OCC(=O)N1CCNC1=O,-3,1533,-0.1,6,-6,1.5,x,4,7,-7,4
O=C(NCCSC1CCCCC1)c1ccccc1,0,1538,-0.2,-2,-1,-0.5,-0.17,3,6,4,3
CC1CN(CN2C(=O)c3ccccc3C2=O)CC(C)O1 (stereo not drawn),11,1656,-1.2,1,1,0.6,x,5,9,-4,x
CCN(CC)CCNC(=S)Nc1ccc2nc3n(c(=O)c2c1)CCCCC3,3,1552,-1.5,1,1,0.4,1.3,6,-5,3,-8
O=C(O)c1ccc(NC(CSCc2cccc(F)c2)C(=O)O)c([N+](=O)[O-])c1 (stereo not drawn),5,1507,0.1,10,-5,1.9,0.52,4,6,-8,x
COc1ccc(N2C(=O)CCC(C(=O)O)C2c2ccc(OC)c(OC)c2)cc1 (stereo not drawn),-4,1484,0.1,10,-6,0.9,1.1,1,14,-5,x
CCOc1cc(/C=C(/C#N)c2ccc(F)cc2)ccc1OCc1ccc(C(=O)O)o1,4,1586,-0.8,6,-6,5.8,2,-2,12,-5,-8
S=c1[nH]nc(-c2cccnc2)n1/N=C/c1cccs1,14,1623,0.8,17,-1,1.5,0.56,7,8,-11,x
CC1=C(C(=O)OC(C)C)C(c2cccc([N+](=O)[O-])c2)n2c(cc(=O)[nH]c2=S)N1 (stereo not drawn),6,1609,-0.1,0,0,1.6,0.65,8,4,-5,-13
CCC(=O)Nc1cc(C(=O)O)ccc1Sc1ccccc1,0,1532,-0.1,2,-3,1.1,0.31,3,-4,-7,-3
CCc1[nH]c(=O)c(C#N)c2c1CSC(C)(C)C2,11,1675,-0.8,17,2,-0.1,0.47,5,6,-3,x
CC(=O)Nc1ccccc1C(=O)C(=O)Nc1ccc(C(=O)NCC2CCCO2)cc1 (stereo not drawn),0,1616,-0.8,-2,-3,2.0,2.5,1,2,-1,6
COCC1CCN(Cc2cn[nH]c2-c2cc3ccccc3o2)C1 (stereo not drawn),0,1505,-10.0,-17,-5,1.4,-0.58,-8,-4,12,-9
CCOC(=O)N1CCC(NC(=O)c2ccc(CS(=O)(=O)c3ccc(OC)cc3)o2)CC1,1,1497,0.1,-3,-5,1.1,x,8,11,-4,-23
O=C(N/N=C/c1cccc(O)c1)c1ccc(COc2cccc3cccnc23)cc1,4,1729,-0.6,6,-5,2.1,0,16,10,-2,-11
COC(=O)C1CCN(c2ccc(C(N)=O)cc2[N+](=O)[O-])CC1,4,1664,0.1,7,-9,1.9,x,0,6,-6,9
CCS(=O)(=O)N1CCC(NC(=O)c2cc(OC)cc(OC)c2)CC1,1,1564,0.1,0,-4,0.0,0.99,2,7,-2,x
O=C(CCN1C(=O)C2C3C=CC(C4CC34)C2C1=O)Oc1ccc(Br)cc1 (stereo not drawn),3,1837,-0.2,-6,-5,2.5,1.4,-1,5,3,0
CNS(=O)(=O)c1ccc(N2CCCC2=O)c([N+](=O)[O-])c1,0,1381,-0.4,6,-1,1.0,0.13,-2,-1,-4,-7
Cc1nnc(NC(=O)c2nn(CC(C)C)c(=O)c3ccccc23)s1,0,1528,-0.2,-17,-1,0.5,0.4,4,-5,6,-4
Cc1ccccc1NC(=O)CC1(c2ccc(N(C)C)cc2)C(=O)c2ccccc2C1=O,-11,1385,-4.9,-3,-6,2.7,x,-7,-1,16,x
CC(CCCC(C)(C)O)NCCO (stereo not drawn),6,1377,-0.4,13,x,x,0.22,4,-4,-8,8
CCN(CC)c1ccc2c(c1)OC(N)=C(C#N)C2c1cccnc1 (stereo not drawn),22,1513,-0.7,8,-5,1.6,x,-2,8,81*,35
CCOc1ccc(Cc2c(Cl)nc(SC)nc2N(C)C)cc1,3,1626,0.7,13,-4,7.2,x,0,4,-5,-3
COc1cc(-c2nc3n(n2)C(c2cccc(OC)c2OC)C2=C(CCCC2=O)N3)cc(OC)c1OC (stereo not drawn),8,1637,-5.4,-4,-4,6.9,2,6,6,8,1
Nc1ccc(OCc2ccco2)cc1,6,1583,-0.1,-12,0,3.5,-0.022,-1,-7,1,-6
Cc1ccc(OCC(=O)Sc2ccc(C)cc2)cc1,1,1514,0.2,29,-1,-0.8,-0.049,3,6,-11,x
O=C(Nc1ccc(C(O)(C(F)(F)F)C(F)(F)F)cc1)c1ccc(Cl)c([N+](=O)[O-])c1,4,1621,-0.1,-5,-1,-1.2,-0.82,6,4,53*,25
CC(C)c1onc(C(=O)NCc2ccccn2)c1[N+](=O)[O-],0,1368,-0.2,-10,1,3.0,-0.26,-4,1,-5,-2
CCOc1ccc(NC(=O)C2CSC(c3ccncc3)=N2)cc1 (stereo not drawn),5,1467,0.3,11,-6,0.3,0.33,8,2,-6,-6
COc1cc(C(=O)N(CCc2ccccc2)C2CC3CCC(C2)N3C)cc(OC)c1OC (stereo not drawn),-1,1633,-2.6,-4,-1,-0.3,x,3,3,24,4
CC(=O)NC1=NN(C(C)=O)C(C)(c2ccccn2)S1 (stereo not drawn),1,1331,-0.4,6,-3,-1.6,1.1,-16,-1,1,-5
Cc1nnc(NC(=O)CSc2nccn2C)s1,7,1495,0.7,14,-1,2.0,1,-6,-1,-1,x
Cc1nnc2c3ccccc3c(-c3ccccc3)nn12,-11,1498,-2.5,x,x,x,-0.87,-3,4,0,-2
CCN1/C(=C/c2cc[n+](C)cc2)C=Cc2cc(C)ccc21,5,1728,0.1,2,-7,3.4,-0.64,6,13,100*,-13
O=C(COc1ccc(Br)cc1Br)NC(=S)N1CCCc2ccccc21,10,1562,-0.7,0,-5,0.6,1.1,9,7,-7,x
COc1ccc(C(=O)Nc2ccccc2C(=O)NC(Cc2ccc(O)cc2)C(=O)NNC(=O)c2ccccc2Cl)cc1 (stereo not drawn),1,1398,0.0,5,-6,1.9,0.37,-2,-12,37,-7
O=C(CCc1nc2ccccc2c(=O)[nH]1)Nc1ccc(Cl)c(Cl)c1,-2,1540,0.0,4,-7,1.5,-0.13,-6,-14,2,-5
Clc1ccc(C2=CSC3=NCCN23)cc1Cl,8,1655,2.3,-7,-9,1.2,x,4,-4,48,-13
O=C(OCc1nc2ccccc2s1)c1ccc(Br)s1,-12,1579,2.4,13,2,0.6,x,9,1,-4,19
CNC1=C(N(C(C)=O)c2ccc(Br)cc2)C(=O)c2ccccc2C1=O,-1,1594,108*,3,3,0.8,-1.3,0,-3,99*,-4
CN(Cc1cccnc1)C(=O)c1cc(COc2ccc3ncccc3c2)on1,5,1474,0.1,-2,0,0.5,-1.2,8,0,20,8
N=c1n(CCO)c2ccccc2n1CCN1CCCCC1,4,1643,-1.9,-24,-3,-0.1,0.97,6,7,1,3

# Redox H2O2 prof: entries above that show a hit.
SMILES,PPARg SRC3 recr,Redox H2O2 prof,bIAP inhibitor,Efa HMGR inh,RAM inhibit,ROMK mod,PPARg SRC-1 ag,PPARg SRC2 recr,S1P3 antag
CNC1=C(N(C(C)=O)c2ccc(Br)cc2)C(=O)c2ccccc2C1=O,-1,108*,3,3,0.8,-1.3,0,-3,-4

# (listing goes on)
SMILES,PPARg SRC3 recr,TR-FRET SRC-2 ct,Redox H2O2 prof,bIAP inhibitor,Efa HMGR inh,RAM inhibit,ROMK mod,PPARg SRC-1 ag,PPARg SRC2 recr,Lmaj promast,S1P3 antag
O=C(O)CCC(=O)N1CCc2cc(S(=O)(=O)NC3CCCc4ccccc43)ccc21 (stereo not drawn),1,1546,2.6,-2,6,2.3,x,3,5,-9,-25
COC(=O)c1ccccc1NC(=O)c1cncc(Br)c1,-4,1593,1.9,8,-1,1.9,x,1,-4,0,-4
Cc1ccc(C)c(OCCn2cc(/C=C(\C#N)C(=O)NCC3CCCO3)c3ccccc32)c1 (stereo not drawn),3,1501,-0.5,6,-4,7.0,x,-2,12,17,-9
COc1ccc(/C=C(/NC(=O)c2ccccc2)C(=O)N/N=C/c2ccncc2)cc1,7,1576,0.0,13,4,0.5,-0.13,4,6,-1,-2
COc1cccc(S(=O)(=O)Nc2cccnc2)c1,10,1573,0.9,7,-6,-0.1,x,0,13,-2,-5
COc1cc(/C=N/NC(N)=O)cc([N+](=O)[O-])c1O,11,1707,-0.5,15,-2,2.2,1.6,16,16,-2,-18
CC(C)C(=O)NC(=S)Nc1ccc(S(=O)(=O)N2CCN(C)CC2)cc1,-5,1411,0.1,5,4,-0.1,0.39,-2,-7,87*,-5
CCCN(CC1CC1)C(=O)CCc1nnc(C(OC)c2ccccc2)o1 (stereo not drawn),1,1563,-1.0,-9,-2,0.1,0.2,5,9,-5,13
CC(c1ccccc1)n1c(Cn2ncc3ccccc3c2=O)n[nH]c1=S (stereo not drawn),3,1488,-0.1,19,1,2.3,-0.15,0,6,-8,1
Cc1cc(OCC(=O)N2CCc3ccccc3C2)c2c(-c3ccccc3)cc(=O)oc2c1,-1,1487,0.1,-2,-3,2.5,x,-2,0,25,x
Cc1cc(N2CCN(C)CC2)nc(=S)[nH]1,2,1635,-1.9,7,2,0.6,-0.08,8,6,-12,-14
Cn1c(Sc2ccc(C(=O)O)cc2[N+](=O)[O-])nnc1-c1ccccc1,0,1437,-2.4,-3,-6,-0.4,-0.076,-8,0,-8,-9
COC(=O)c1ccc(C2/C(=C(\O)c3ccc4c(c3)OCCO4)C(=O)C(=O)N2CCCN(C)C)cc1 (stereo not drawn),3,1420,0.0,3,0,3.3,x,3,7,-3,x
Cc1cc(C)n(-c2c(F)c(F)c(CN3CCOCC3)c(F)c2F)n1,-6,1443,-2.5,2,-3,-0.3,x,2,-1,-2,-16
Cn1c(=O)c(=O)n(C)c2cc(S(=O)(=O)N3CCN(c4ccccc4F)CC3)ccc21,-1,1368,0.1,-9,5,2.9,0.3,0,0,8,9
O=C(Nc1nncs1)c1cccc(S(=O)(=O)N2CCOCC2)c1,-10,1491,0.2,5,-1,-0.2,-0.32,-7,4,1,x
O=C(CSc1ccccc1)Nc1ccc(S(=O)(=O)NCC2CCCO2)cc1 (stereo not drawn),2,1556,-3.4,3,-4,1.6,x,2,7,-2,-5
COC(=O)c1c(NC(=O)CN2CCN(c3ccccc3OC)CC2)c2cc(C)ccc2n1C,-2,1574,0.8,-4,-4,0.0,x,13,9,-2,-20
